Screening results as filed in PubChem.
G6PDH counter: inhibits Leuconostoc G6PDH, flagging false hits in G6PDH-based assays; Purified L. mesenteroides G6PDH, diaphorase/resazurin coupled fluorescence, 45 min; inhibition, % at 5 µM; 200,000 compounds, 0.12% hits; AID 1020; in the data active means inhibition above about 50%
PMI activator: activators of human phosphomannose isomerase. purified human PMI, coupled resazurin fluorescence, 20 min; stronger effect = higher value; 1 = vehicle control, 0 substrate-free wells. 190,000 compounds, 0.005% hits. activation factor at 20 µM;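 active means activation factor of 2 or more at 20 µM, relative to plate controls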
Diaphorase act: counter-screen for diaphorase-based assays: diaphorase activators and chemical reducers. Diaphorase/resazurin coupled assay, resorufin fluorescence, 16 min; stronger effect = higher value; 1 = vehicle wells, 0 = NADH-free wells. activation factor at 20 µM. 190,000 compounds, 0.005% hits;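 active means diaphorase activity raised at least twofold by the compound at 20 µM; inactive means activation factor below 2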
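Material: purified diaphorase enzyme from Clostridium kluyveri; Also added: 0.114 mM NADH and 0.1 mM resazurin, final amounts; Doses: single compound dose of 20 µM, 1% DMSO final; Times: 16 min enzyme reaction, ambient temperature; Detection: resorufin fluorescence, excitation 544 nm, emission 590 nm; Measure: increased resorufin signal from activators or reducing compounds.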
PPARg SRC-2 ag: agonists of SRC-2 recruitment by human PPARgamma. PPARgamma LBD-SRC-2 recruitment, biochemical. activation, % at 8 µM. AID 1032. P37231. 200,000 compounds, 0.34% hits; in the data active means activation above about 22%;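 further: 0% = vehicle and 100% = reference agonist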
Target sequence (P37231 whole entry, looked up, the tested form may be a part): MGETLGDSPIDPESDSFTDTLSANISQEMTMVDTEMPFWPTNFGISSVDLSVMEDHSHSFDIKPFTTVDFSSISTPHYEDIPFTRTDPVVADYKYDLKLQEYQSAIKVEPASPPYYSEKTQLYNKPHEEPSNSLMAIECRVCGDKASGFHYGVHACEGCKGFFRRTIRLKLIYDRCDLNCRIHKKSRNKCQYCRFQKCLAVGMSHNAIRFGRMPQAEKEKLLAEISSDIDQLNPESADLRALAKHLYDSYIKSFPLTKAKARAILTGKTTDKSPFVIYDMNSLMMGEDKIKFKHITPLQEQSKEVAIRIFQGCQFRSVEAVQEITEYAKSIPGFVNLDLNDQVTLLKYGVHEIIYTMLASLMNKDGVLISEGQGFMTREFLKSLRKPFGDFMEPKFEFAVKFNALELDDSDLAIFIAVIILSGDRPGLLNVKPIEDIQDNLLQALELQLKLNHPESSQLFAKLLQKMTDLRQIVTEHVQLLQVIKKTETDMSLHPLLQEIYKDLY
PPARg SRC-1 ag: PPARgamma-driven SRC-1 recruitment agonism; P37231; PPARgamma-SRC-1 coactivator recruitment biochemical assay; activation, % at 8 µM; 200,000 compounds, 0.41% hits; AID 631; in the data active means activation above about 19%;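 further: 0% = DMSO and 100% = reference agonist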
ROMK mod: modulates human ROMK potassium channel activity. Tet-inducible ROMK, thallium flux fluorescence; actives lie on both sides. P48048. B-score at 10 µM. 130,000 compounds, 2% hits;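 active means signal ratio slope over the read window, or its plate-corrected B-score, at least 3 SD from the plate mean, either direction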;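 further: B-score of the F/F0 ratio slope over 7 to 12 s after thallium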
S1P3 antagonist: S1P3 (human) receptor antagonism. 170,000 compounds, 0.27% hits. inhibition, % at 4.98 µM. CHO S1P3 NFAT-BLA reporter, FRET fluorescence, antagonist mode. AID 485. Q99500;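 active means inhibition above the plate cutoff, the mean inhibition of test wells on that plate plus 3 SD, cut at about 28% in these data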;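 further: cells challenged with S1P at its EC80 of 0.8 µM; blue over green emission ratio from cleaved BLA substrate after 4 h stimulation; 0% = S1P-stimulated wells and 100% = unstimulated DMSO-only wells; some compounds past the cut are filed as inactive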
Target sequence (Q99500 whole entry, looked up): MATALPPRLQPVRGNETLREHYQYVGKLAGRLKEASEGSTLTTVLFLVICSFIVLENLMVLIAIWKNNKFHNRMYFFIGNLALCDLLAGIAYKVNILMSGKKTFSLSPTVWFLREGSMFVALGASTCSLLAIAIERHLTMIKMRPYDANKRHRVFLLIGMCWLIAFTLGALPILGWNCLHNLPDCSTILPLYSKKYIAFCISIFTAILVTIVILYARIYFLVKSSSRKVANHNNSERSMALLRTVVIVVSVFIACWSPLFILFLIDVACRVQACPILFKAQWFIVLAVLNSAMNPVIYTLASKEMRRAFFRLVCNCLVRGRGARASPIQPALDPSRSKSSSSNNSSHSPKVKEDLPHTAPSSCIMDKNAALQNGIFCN
PPARg SRC-3 ag: PPARgamma-driven SRC-3 recruitment agonism; biochemical PPARgamma/SRC-3 coactivator recruitment assay; activation, % at 8 µM; 200,000 compounds, 0.26% hits; AID 731; in the data active means activation above about 23%;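 further: 0% = DMSO and 100% = reference agonist; some compounds past the cut are filed as inactive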
Diaph inh CS: counter-screen for diaphorase-based assays: diaphorase inhibitors and chemical oxidizers. diaphorase resazurin-to-resorufin fluorescence, NADH, 16 min; bacterial (C. kluyveri) enzyme, not human. inhibition, % at 20 µM. 190,000 compounds, 0.69% hits. AID 1217;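 active means primary screen inhibition at 20 µM above a set limit, cut at about 50% in these data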;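 further: plate controls were DMSO with full reaction for no effect and wells lacking NADH for full effect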
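System: Diaphorase enzyme from Clostridium kluyveri | Amount: Enzyme working solution with 0.14 U/mL diaphorase | Benchmarks: No-NADH positive control and DMSO neutral control | Signal: Fluorescence of resorufin formed from resazurin, Ex 544/Em 590 nm | Schedule: 16-min room-temperature incubation before reading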
TR-FRET SRC-2 ct: TR-FRET artefact, counter-screen to PPARgamma/SRC-2 agonist assay | stronger effect = higher value | TR-FRET ratio at 8 µM | 200,000 compounds, 0.4% hits | AID 1049; in the data active means TR-FRET ratio above about 2000; further: inactives centre near 1500
PMI act satM6P: activators of human phosphomannose isomerase at near-saturating mannose 6-phosphate; P34949; coupled PMI enzyme assay, resazurin fluorescence, 20 min; stronger effect = higher value; 1 = untreated enzyme, 0 = substrate-free blank; activation factor at 20 µM; 190,000 compounds, 0.34% hits; AID 1216;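 active means activation factor of 2 or more at 20 µM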
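Material: human phosphomannose isomerase with PGI, G6PDH, diaphorase coupling enzymes; amount: PMI at 15 ng/mL final; also added: Mannose-6-phosphate 1.0 mM (near-saturating) plus 0.22 mM NADP+; incubation: enzyme reaction with compound 20 min at room temperature; signal: resorufin fluorescence (Ex 544/Em 590 nm) from resazurin via diaphorase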
Numbers without * were called inactive; . = no result given.

SMILES | G6PDH counter | PMI activator | Diaphorase act | PPARg SRC-2 ag | PPARg SRC-1 ag | ROMK mod | S1P3 antagonist | PPARg SRC-3 ag | Diaph inh CS | TR-FRET SRC-2 ct | PMI act satM6P
CCOC(=O)c1ccc(N2C(=O)CC(N3CCC(O)(c4ccc(Br)cc4)CC3)C2=O)cc1 (stereo not given) | 7 | 1.1 | 1 | 2 | -2 | -0.51 | . | -4 | -1 | 1380 | 1.1
COc1ccc(-c2nc(C)sc2C)cc1 | 2 | 1 | 0.9 | -1 | -6 | -0.34 | -2 | -3 | 12 | 1571 | 0.9
COC(=O)CSc1ncccc1-c1nc2ccccc2[nH]1 | 0 | 0.9 | 0.8 | -1 | 3 | . | -4 | 4 | 16 | 1443 | 1.1
Cc1cccc(Cn2nc(C)c(NC(=O)c3ccc(F)cc3)c2C)c1 | 0 | 1.1 | 0.9 | 9 | 10 | 0.3 | 8 | 3 | 5 | 1610 | 1.1
Cn1c(=O)c2c(ncn2CC(=O)OCC(=O)NCc2ccccc2Cl)n(C)c1=O | 4 | 0.9 | 0.9 | 7 | 6 | -0.041 | -2 | 5 | 10 | 1642 | 0.9
CCn1c(SCC(=O)Nc2ccc(S(N)(=O)=O)cc2)nnc1-c1cccc(OC)c1 | 3 | 1 | 0.9 | -1 | 6 | 0.41 | -4 | 0 | 13 | 1741 | 1
Cc1nc2ncnn2c(N2CCN(C(=O)c3cccc(F)c3)CC2)c1Cc1ccccc1 | 1 | 1 | 0.7 | 4 | 4 | . | -26 | 5 | 26 | 1626 | 0.9
O=C(Nc1ccc(Cl)c(Cl)c1)Nc1nc(-c2ccccc2)cs1 | 10 | 1 | 0.9 | 5 | 2 | . | -14 | 3 | 6 | 1611 | 1
COc1ccc(CCNC(=O)c2cc3c(C)nccc3[nH]c2=O)cc1OC | 10 | 0.9 | 0.9 | 1 | 0 | -0.045 | 7 | 2 | 6 | 1569 | 0.9
O=C(CCn1nnc2ccccc21)Nc1nnc(COc2ccccc2F)s1 | 9 | 1 | 0.9 | 0 | -1 | . | . | -5 | 6 | 1457 | 1
O=c1[nH]ncc(NCCCO)c1Cl | -5 | 0.9 | 0.9 | 9 | 2 | 1.8 | . | -3 | 10 | 1573 | 1
Cc1cc(=O)oc2cc(OCC(=O)OCC(=O)NC(C)C)ccc12 | 15 | 1 | 1 | 4 | -6 | -0.16 | -13 | 5 | 0 | 1694 | 1
c1ccc2c(c1)nc1n2CCN1 | 6 | 1 | 1 | 8 | 0 | 0.67 | . | 16 | -1 | 1644 | 1
CCOc1ccc(S(=O)(=O)Nc2cc(OC)c(OC)cc2C(=O)O)cc1 | 6 | 0.9 | 0.9 | 9 | 2 | 0.38 | . | 9 | 12 | 1592 | 1
COC(CNC(=O)c1cnn2c(C)c(Cc3ccccc3)c(C)nc12)OC | -5 | 1.1 | 1.1 | 2 | 2 | 0.13 | -5 | 1 | -9 | 1603 | 1.1
O=C(CCc1nnc(CCC2CCCCC2)o1)NCCn1cccn1 | 10 | 0.9 | 0.8 | -1 | -3 | 0.82 | -8 | -5 | 25 | 1604 | 0.9
Cc1ccc(Nc2cc(C)nc(N3CCOCC3)n2)cc1 | -2 | 0.9 | 0.9 | 1 | 10 | . | . | 4 | 12 | 1479 | 0.9
Cc1cc(-c2c(C)[nH]n(-c3ccc(Cl)cc3)c2=O)n(-c2ccccc2)n1 | 2 | 1 | 0.9 | 8 | 10 | . | . | 6 | 5 | 1610 | 0.9
COc1ccc(CCNC(=O)c2ccc(N3CCCC3=O)cc2)cc1 | -8 | 1 | 0.9 | -1 | -1 | -0.26 | . | 6 | 12 | 1563 | 1
COc1cccc(-c2cc(C(=O)NCC3CCCO3)c3ccccc3n2)c1 (stereo not given) | -5 | 0.9 | 0.9 | -4 | 2 | . | -11 | 1 | 13 | 1436 | 0.9

Overlap with the part before: 2 entries, then new ones.
SMILES | G6PDH counter | PMI activator | Diaphorase act | PPARg SRC-2 ag | PPARg SRC-1 ag | ROMK mod | S1P3 antagonist | PPARg SRC-3 ag | Diaph inh CS | TR-FRET SRC-2 ct | PMI act satM6P
COc1ccc(CCNC(=O)c2ccc(N3CCCC3=O)cc2)cc1 | -8 | 1 | 0.9 | -1 | -1 | -0.26 | . | 6 | 12 | 1563 | 1
COc1cccc(-c2cc(C(=O)NCC3CCCO3)c3ccccc3n2)c1 (stereo not given) | -5 | 0.9 | 0.9 | -4 | 2 | . | -11 | 1 | 13 | 1436 | 0.9
CCOC(=O)N1CCN(C(=O)c2cn(CC)c3cc(N4CCN(C)CC4)c(F)cc3c2=O)CC1 | 0 | 1.2 | 0.9 | 8 | 0 | 0.08 | . | 0 | 11 | 1677 | 1.1
CCOc1ccc2[nH]c(=O)c(CN(Cc3ccc(F)cc3)C(=O)c3ccco3)cc2c1 | 11 | 1.2 | 0.8 | -4 | 7 | -0.22 | 23 | -6 | 17 | 1515 | 1
COC(=O)c1ccc(NC(=O)c2ccc(F)cc2)o1 | 3 | 1 | 0.9 | 8 | 5 | . | . | 2 | 9 | 1493 | 1
Clc1ccc(Oc2nc(Oc3ccc(Cl)cc3)nc(N3CCOCC3)n2)cc1 | 1 | 0.9 | 0.9 | 2 | 8 | . | 35 | 10 | 14 | 1743 | 0.9
COc1ccc(C2NC3=C(CCCC3)C(C#N)(C#N)C2(C#N)C#N)cc1 (stereo not given) | 16 | 0.9 | 0.8 | 11 | 13 | . | -12 | 3 | 21 | 1789 | 0.6
CC/C(=N/Nc1ccccc1)c1cnnc(-c2ccccc2)n1 | -2 | 1.9 | 1.1 | 15 | 6 | -0.66 | . | 10 | -5 | 1620 | 2.9*
Cc1ccc(-n2nc(C)cc2NC(=O)CC#N)cc1 | 2 | 1 | 1 | 1 | -4 | -1.5 | -14 | 2 | 4 | 1524 | 0.9
CCOC(=O)c1c(CSc2ccccc2)n(C)c2cc(Br)c(OCC(O)CNC(CO)(CO)CO)cc12 (stereo not given) | -2 | 0.8 | 1 | 12 | 14 | -5.2* | 17 | 0 | 0 | 1448 | 0.9
COc1cccc(/C=C/C(=O)Oc2ccc(C(=O)c3ccc(F)cc3)cc2)c1 | -19 | 0.9 | 0.9 | -4 | -1 | -0.29 | -9 | 4 | 7 | 1468 | 1
O=C(NCCOc1ccccc1)C1CCCN1C(=O)c1cccs1 (stereo not given) | . | . | . | 1 | -8 | 0.8 | -14 | -10 | . | 1416 | .
CCS(=O)(=O)c1ccc2oc(Nc3cc(C)cc(C)c3)nc2c1 | 10 | 0.9 | 0.9 | 2 | 1 | . | . | 13 | 7 | 1531 | 0.9
Cc1ccc(S(=O)(=O)N(C)CC(O)Cn2c3ccccc3c3ccccc32)cc1 (stereo not given) | -27 | 0.7 | 0.7 | 9 | 2 | . | . | 10 | 31 | 1556 | 0.7
O=C(COC(=O)CCSc1ccc(Cl)cc1)NCCc1ccccc1 | -6 | 0.9 | 0.4 | 4 | 6 | . | 9 | -4 | 55* | 1594 | 0.9
CCn1cc(CNC(=O)c2cc(-c3ccccc3OC)nc3ccccc23)c(C)n1 | 4 | 0.9 | 0.9 | -1 | -3 | -0.18 | . | -4 | 14 | 1469 | 0.9
CCN1CCN(C(=O)C2CCN(Cc3nc(-c4cccc(Cl)c4)oc3C)CC2)CC1 | 15 | 0.9 | 0.9 | 3 | 2 | . | -15 | 4 | 8 | 1626 | 1
COc1cc(CC(NC(C)=O)C(=O)NC2CCN(C(=O)c3cc(OC)c(OC)c(OC)c3)CC2)cc(OC)c1 (stereo not given) | 7 | . | . | -2 | 6 | -0.25 | -14 | -1 | . | 1527 | .
CC1CCCN(Cc2cccc(Oc3ccccc3)c2)C1 (stereo not given) | 10 | 1 | 1 | 0 | 1 | . | . | -10 | 4 | 1466 | 1
Cc1ccccc1C(=O)Nc1cccc(NC(=S)NC(=O)c2cccs2)c1 | 2 | 0.9 | 0.9 | 10 | 9 | . | . | 14 | 11 | 1636 | 0.9
COC(=O)c1ccccc1NC(=O)C1CCCN(S(=O)(=O)c2ccccc2)C1 (stereo not given) | 10 | 0.8 | 0.8 | 9 | 4 | . | -1 | 6 | 24 | 1438 | 0.8
Oc1c(Br)cc(C2N=C(c3ccccc3)NO2)cc1Br (stereo not given) | 3 | 1.1 | 1 | 4 | 4 | . | . | 14 | 5 | 1588 | 1
Cc1ccc2c(c1)-c1c(ssc1=S)C(C)(C)N2C(=O)c1ccco1 | 2 | 0.5 | 0.8 | 1 | -5 | 0.36 | . | 15 | 23 | 1428 | 0.8
CCOC(=O)/C(N=Nc1sc(C(=O)OC)c(C)c1C(=O)OCC)=C(\O)CCl | 1 | 1.1 | 0.9 | 3 | 5 | . | -22 | -3 | 6 | 1439 | 1.1
COc1ccccc1N1CCN(C(=O)N2CCOCC2)CC1 | 6 | 1.1 | 1 | 9 | 9 | . | 10 | -3 | 3 | 1537 | 1.1
CCc1ccc(-n2c(SCC(=O)c3ccc4c(c3)NC(=O)CO4)nc3ccccc3c2=O)cc1 | 0 | 1 | 1.1 | -3 | 5 | 0.23 | 19 | 4 | -14 | 1495 | 1.1
COc1ccc(N=c2oc3c(OC)cccc3cc2C(=O)NCc2ccco2)c(OC)c1 | 8 | 0.8 | 0.8 | -7 | 10 | -0.81 | 5 | -2 | 22 | 1544 | 0.8
CC(=O)Nc1ccc(S(=O)(=O)N2CCN(C(C)CCc3ccccc3)CC2)cc1 (stereo not given) | 3 | 0.9 | 0.7 | 6 | 1 | -1.3 | . | 0 | 29 | 1544 | 1.1
CCOc1ccccc1/C=c1\sc2ncnn2c1=O | 7 | 1 | 1 | 7 | 11 | . | 2 | -1 | 1 | 1654 | 1
O=C(C1CCC1)N1CCc2cc(S(=O)(=O)NCCN3CCN(c4ccccc4F)CC3)ccc21 | 2 | 0.9 | 0.9 | -3 | 7 | 0.64 | 10 | 10 | 14 | 1525 | 1
COc1cc(C(=O)O)nc2ccc([N+](=O)[O-])cc12 | 4 | 1 | 0.8 | 3 | 8 | 0.084 | -10 | -2 | 22 | 1609 | 1
Cc1cc(C(F)F)n2nc(C(=O)Nc3ccccc3Br)nc2n1 | -27 | 1 | 0.9 | 1 | -1 | . | 3 | 6 | 5 | 1512 | 1
